Screening results: PubChem BioAssay, several laboratories
Runt-CBFb FRET: blocks binding of human RUNX1 Runt domain to CBFb. Cerulean-Runt/Venus-CBFb FRET ratio 530/480, 1 h. inhibition, % at 20 µM. actives 0.46% (n = 220,000). AID 1496;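 active means inhibition over about 50% at 20 µM in the single-dose screen, limit read from the data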;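 further: 0% = DMSO wells and 100% = excess unlabeled CBFb competitor control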
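Schedule: protein complex preformed 1 h, compound exposure 1 h, room temperature, dark; test system: Cerulean-labeled Runt domain protein; amount: 100 nM per protein; buffer or medium: Tris 50 mM pH 7.5, KCl, K2SO4, 0.01% BSA; read-out: loss of energy transfer signal; detection: FRET fluorescence; controls: 5 µM unlabeled CBFb as full-inhibition high control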
BaF3 tox: reduces parental Ba/F3 cell viability, JAK2V617F counter-screen | CellTiter-Glo ATP luminescence | inhibition, % at 5.6 µM | actives 1.1% (n = 220,000) | AID 1486;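 active means inhibition above a per-campaign cutoff, the mean inhibition of all tested compounds plus 3 SD, cut at about 27% in these data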;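 further: 0% = DMSO wells and 100% = JAK Inhibitor I control wells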
NPY1 pot ag: human NPY-Y1 potentiation or agonism, primary screen | P25929 | NPY-Y1 expressing cells, potentiator/agonist activation | activation, % at 3.6 µM | actives 0.37% (n = 220,000); in the data active means activation above about 33%, passing the limit was not always enough;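 further: cells stimulated with NPY at EC10 then isoproterenol at EC100; 0% = low agonist plus stimulus and 100% = saturating agonist plus stimulus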
Target sequence (P25929 whole entry, looked up): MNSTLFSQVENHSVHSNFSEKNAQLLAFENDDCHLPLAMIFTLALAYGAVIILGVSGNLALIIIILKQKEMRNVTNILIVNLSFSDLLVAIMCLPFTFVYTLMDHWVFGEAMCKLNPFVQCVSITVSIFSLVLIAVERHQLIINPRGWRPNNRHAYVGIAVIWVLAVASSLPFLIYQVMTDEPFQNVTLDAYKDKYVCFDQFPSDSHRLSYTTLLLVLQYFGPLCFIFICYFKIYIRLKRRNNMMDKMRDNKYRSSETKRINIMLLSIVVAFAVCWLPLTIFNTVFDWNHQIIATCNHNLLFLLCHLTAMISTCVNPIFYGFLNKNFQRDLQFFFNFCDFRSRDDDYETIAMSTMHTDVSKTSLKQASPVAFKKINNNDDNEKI
S1P4 agonist: agonists of human S1P4 receptor; S1P4-expressing cell line, agonist reporter assay; activation, % at 4.98 µM; actives 0.35% (n = 220,000); AID 1509; in the data active means activation above about 11%;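 further: 0% = DMSO vehicle and 100% = reference agonist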
Target sequence (O95977 whole entry, looked up): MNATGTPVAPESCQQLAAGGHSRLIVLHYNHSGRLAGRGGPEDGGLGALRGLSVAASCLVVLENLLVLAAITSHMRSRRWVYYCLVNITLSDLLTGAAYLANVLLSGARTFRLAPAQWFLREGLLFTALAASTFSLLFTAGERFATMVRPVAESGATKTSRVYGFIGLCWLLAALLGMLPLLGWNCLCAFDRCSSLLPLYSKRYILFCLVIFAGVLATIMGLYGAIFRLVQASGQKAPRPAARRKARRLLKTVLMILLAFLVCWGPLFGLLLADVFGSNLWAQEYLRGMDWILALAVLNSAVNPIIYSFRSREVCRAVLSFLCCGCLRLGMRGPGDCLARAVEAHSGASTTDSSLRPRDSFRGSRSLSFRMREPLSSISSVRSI
RBBP9 inhibitor: human RBBP9 hydrolase inhibition. O75884. recombinant RBBP9, FP-Rh probe fluorescence polarization. inhibition, % at 7.94 µM. actives 0.2% (n = 220,000). AID 1515;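 active means inhibition above the campaign mean of all tested compounds plus 3 SD, cut at about 14% in these data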;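 further: plate controls were DMSO wells with RBBP9 for no effect and wells lacking RBBP9 protein for full effect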
Target sequence (O75884 whole entry, looked up): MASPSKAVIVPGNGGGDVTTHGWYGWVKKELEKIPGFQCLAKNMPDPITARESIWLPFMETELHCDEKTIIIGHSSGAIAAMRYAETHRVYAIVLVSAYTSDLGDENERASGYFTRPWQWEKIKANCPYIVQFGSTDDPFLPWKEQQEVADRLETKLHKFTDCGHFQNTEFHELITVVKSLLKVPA
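Controls: DMSO-treated enzyme wells and wells lacking RBBP9 | Material: RBBP9 protein | Technique: Fluorescence polarization | Replication: Single well per compound, no replicates | Buffer or medium: Tris-NaCl-Pluronic buffer, pH 8.0 | Timing: 30 min compound preincubation, 45 min probe labeling, 25 °C | Read-out basis: Percent inhibition from mP, scaled between DMSO and no-protein wells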
NPY2 pot ag: potentiators or agonists of human neuropeptide Y receptor Y2; P49146; cells expressing NPY-Y2, potentiator/agonist read-out; activation, % at 3.6 µM; actives 0.45% (n = 220,000); in the data active means activation above about 27%;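 further: cells stimulated with NPY near EC25 plus isoproterenol at EC100; 0% = vehicle plus submaximal agonist and 100% = vehicle plus saturating agonist; some results beyond the cut were filed as inactive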
Ba/F3 V617F tox: lowers viability of Ba/F3 cells expressing EpoR and JAK2V617F; ATP luminescence; inhibition, % at 5.6 µM; actives 1.1% (n = 220,000); AID 1446;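 active means inhibition above the campaign mean plus 3 SD over all tested compounds, cut at about 24% in these data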;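 further: cytokine-independent growth of Ba/F3 cells driven by EpoR plus mutant JAK2; 0% = DMSO-treated cells and 100% = JAK inhibitor I control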
S1P4 antag: human S1P4 receptor antagonism; O95977; inhibition, % at 4.98 µM; S1P4-expressing cells, antagonist mode, reporter read-out; actives 0.26% (n = 220,000); in the data active means inhibition above about 29%;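 further: 0% = wells stimulated with agonist and 100% = vehicle wells without agonist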
NPY Y1 blocker: NPY-Y1 (human) receptor antagonism | P25929 | actives 1% (n = 200,000) | inhibition, % at 3.6 µM | AID 1040 | HEK293-CNG Y1 cells, membrane potential fluorescence; NPY at EC95, then isoproterenol;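 active means inhibition above the campaign mean inhibition of all tested compounds plus 3 SD, cut at about 20% in these data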;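 further: 0% = DMSO wells given NPY plus isoproterenol and 100% = isoproterenol alone without NPY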
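Material: HEK293 cells co-expressing NPY Y1 receptor and cyclic-nucleotide gated channel. Timing: compound incubation 1 h at room temperature, readout 45 min post-stimulation. Signal: fluorescence, membrane potential probe.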
* marks the source's active call; other numbers are inactive results; nt = no result given.

1) CCCC(c1nnnn1CC1CCCO1)N1CCN(c2nc3ccccc3s2)CC1 (configuration not stated)
2) CC(=O)Oc1ccc2c(c1)O/C(=C\c1ccncc1)C2=O
3) CCCS(=O)(=O)n1nc(-c2ccc(OC)cc2OC)cc1N
4) COCc1[nH]nc2c1C(c1ccc(OC)c(OC)c1)C(C#N)=C(N)O2 (configuration not stated)
5) CC1CCN(C(=S)c2cn(Cc3ccccc3F)c3ccccc23)CC1
6) O=C1N(Cc2cccnc2)C[C@@H]2C[C@@H](c3ccccc3C(F)(F)F)N3CCC[C@@]123
7) Cn1c(=O)c2c(nc(SCCN3CCOCC3)n2Cc2ccc(F)cc2)n(C)c1=O
8) O=C(N/N=C/c1ccco1)c1ccc2nc[nH]c2c1

Assay by compound,1,2,3,4,5,6,7,8
Runt-CBFb FRET,-2,-338,-1,-1,-1,2,1,-2
BaF3 tox,7,-1,4,1,2,9,0,0
NPY1 pot ag,-1,22,-1,9,-7,1,-1,11
S1P4 agonist,-1.8,-1.3,1.6,-3.1,0.0,-1.9,-1.4,1.1
RBBP9 inhibitor,-2,-10,-8,-5,-3,4,-2,-10
NPY2 pot ag,2,13,6,5,-17,-18,-2,3
Ba/F3 V617F tox,3,-6,-4,-2,-5,-4,-4,3
S1P4 antag,-19,23,-11,8,-7,0,-4,7
NPY Y1 blocker,4,nt,-2,3,45*,nt,4,nt

Brought forward from above: four compounds; new compounds follow.
5) CC1CCN(C(=S)c2cn(Cc3ccccc3F)c3ccccc23)CC1
6) O=C1N(Cc2cccnc2)C[C@@H]2C[C@@H](c3ccccc3C(F)(F)F)N3CCC[C@@]123
7) Cn1c(=O)c2c(nc(SCCN3CCOCC3)n2Cc2ccc(F)cc2)n(C)c1=O
8) O=C(N/N=C/c1ccco1)c1ccc2nc[nH]c2c1
9) COCC(C)NS(=O)(=O)c1ccc(C)cc1 (configuration not stated)
10) Fc1ccc(C(c2ccc(F)cc2)N2CCN(C/C=C/c3ccccc3)CC2)cc1
11) Cc1ccc(C2CC(c3cccs3)=NN2C(=O)CSc2nc3ccccc3o2)cc1 (configuration not stated)
12) O=C1c2ccccc2C(=O)N1OCc1ccc(Cl)cc1
13) COc1ccc(/C=C2\SC(=O)N(CC(=O)Nc3cccnc3)C2=O)cc1OC
14) CN1CCC(NC(=S)NC2CC2)CC1
15) COc1ccc(OCC(=O)c2c[nH]c3ccccc23)cc1
16) Cc1[nH]c2ccccc2c1C(=O)CN1CC(C)OC(C)C1 (configuration not stated)

Assay by compound,5,6,7,8,9,10,11,12,13,14,15,16
Runt-CBFb FRET,-1,2,1,-2,2,-2,2,1,6,-2,-2,-2
BaF3 tox,2,9,0,0,-1,7,7,3,1,6,9,-2
NPY1 pot ag,-7,1,-1,11,16,-27,-3,-13,3,-12,-13,14
S1P4 agonist,0.0,-1.9,-1.4,1.1,-1.4,-1.1,1.2,-0.2,0.0,-0.4,-0.2,2.4
RBBP9 inhibitor,-3,4,-2,-10,-7,-3,-14,-2,-9,3,-7,-7
NPY2 pot ag,-17,-18,-2,3,0,0,-8,1,3,-16,5,-11
Ba/F3 V617F tox,-5,-4,-4,3,-4,0,-1,0,-3,4,4,-2
S1P4 antag,-7,0,-4,7,15,-3,7,21,-2,9,9,-12
NPY Y1 blocker,45*,nt,4,nt,-3,7,7,5,2,2,1,nt

17) CN1CCN(C(=O)CCc2ncc(C(F)(F)F)cc2Cl)CC1
18) COc1cccc(C(=O)c2c[nH]c(C(=O)NCc3ccco3)c2)c1
19) CCc1cc(-c2n[nH]c(=S)n2-c2cccc(C)c2)cs1
20) CCN(CC)C(=O)C1CCCN(Cc2ccc(OC)c(C)c2)C1 (configuration not stated)
21) N#Cc1ccc(NC(=S)NC(=O)CCc2ccc(S(=O)(=O)N3CCOCC3)cc2)cc1
22) CC(C)(c1ccccc1)c1ccc(OCCn2cnc3ccccc3c2=O)cc1
23) CCc1nnc(NS(=O)(=O)c2ccc(NC(=O)c3cc4ccccc4oc3=O)cc2)s1
24) CCOc1ccc(-c2csc(NC(=O)CSCC(=O)O)n2)c2ccccc12

Assay by compound,17,18,19,20,21,22,23,24
Runt-CBFb FRET,1,1,25,-1,1,-7,-3,27
BaF3 tox,2,3,4,-1,0,7,6,8
NPY1 pot ag,11,9,4,6,0,-42,-4,3
S1P4 agonist,1.8,-1.6,-1.7,-0.1,-1.1,1.7,0.7,1.6
RBBP9 inhibitor,2,-2,0,2,-2,-11,1,-11
NPY2 pot ag,7,12,0,1,1,-18,1,-2
Ba/F3 V617F tox,-5,3,1,-4,-1,-1,3,6
S1P4 antag,9,1,-7,-12,1,2,7,-20
NPY Y1 blocker,-1,-7,6,5,0,11,-2,-1

25) Cc1nnc(Nc2ccc(C(=O)O)cc2)[nH]c1=O
26) O=C(NCCCN1CCOCC1)c1ccc(CS(=O)(=O)c2ccc(Br)cc2)o1
27) O=C(NC(Cc1ccccc1)c1nc2ccccc2[nH]1)c1cccc([N+](=O)[O-])c1 (configuration not stated)
28) Cc1nc2sccn2c1-c1nc(-c2cc3ccccc3o2)cs1
29) Cc1ccc(S(=O)(=O)C(C#N)c2nc3ccccc3nc2N2CCCC2)cc1C (configuration not stated)
30) COCCSc1ccccc1C(=O)N1CCC(Cc2ccccc2)CC1
31) Cc1cccn2c(=O)c3cc(C(=O)NCc4cccnc4)c(=N)n(C(C)C)c3nc12
32) Cn1nnnc1SCC(=O)N1CCN(c2ccc(Cl)cc2)CC1

Assay by compound,25,26,27,28,29,30,31,32
Runt-CBFb FRET,1,0,1,-4,-40,0,19,0
BaF3 tox,7,6,-5,8,8,0,5,0
NPY1 pot ag,0,-2,-1,-21,-1,9,6,21
S1P4 agonist,-0.6,0.0,0.5,-1.2,-0.6,1.1,8.0,1.9
RBBP9 inhibitor,-9,-5,-5,-7,1,-4,-3,10
NPY2 pot ag,-10,4,12,-9,6,-3,-6,18
Ba/F3 V617F tox,0,-1,2,2,8,1,-2,-2
S1P4 antag,-5,-7,-4,-12,8,-6,-24,-9
NPY Y1 blocker,5,-3,nt,8,-2,13,4,0

33) O=C(N/N=C/c1cccc(Oc2ccccc2)c1)c1ccccc1Br
34) CNC(=S)N/N=C/c1ccc(N(C)C)cc1
35) Cc1ccc(CN(Cc2ccc(C)o2)C(=S)NCC(=O)O)cc1
36) CCn1nc(C)c(NC(=O)/C=C/c2cnn(C)c2C)c1C
37) COc1ccc(/C=N/NC(=O)c2ccc(O)cc2)cc1CN1CCCc2ccccc21
38) COc1ccccc1-c1cc(C(=O)Nc2c(C)n(C)n(-c3ccccc3)c2=O)no1
39) CC(C)(CC(=O)N1CCN(c2ccc(Cl)cc2)CC1)CC1=NS(=O)(=O)c2ccccc2N1
40) O=c1[nH]c2ccsc2c(=O)n1CCO

Assay by compound,33,34,35,36,37,38,39,40
Runt-CBFb FRET,0,3,23,0,1,1,-1,2
BaF3 tox,4,0,6,5,2,2,10,-2
NPY1 pot ag,24,10,-16,15,-7,4,-3,13
S1P4 agonist,0.3,2.3,-3.0,-1.3,0.6,-1.6,-1.5,1.6
RBBP9 inhibitor,-6,-4,-3,-6,3,-12,-7,-6
NPY2 pot ag,1,13,2,13,-12,12,-14,-12
Ba/F3 V617F tox,-1,0,3,3,1,-1,4,0
S1P4 antag,-1,4,-6,11,-17,-2,-20,2
NPY Y1 blocker,5,nt,3,-2,-2,0,3,nt

41) CCOC(=O)Cn1nnc(-c2ccccc2)n1
42) CCOC(=O)c1cccc(NC(=O)Nc2cc(OC)ccc2OC)c1
43) N#Cc1ccc(C(=O)CSc2nnc(-c3ccc(C(F)(F)F)cn3)s2)cc1
44) CCCS(=O)(=O)c1ccc(COC(=O)c2cccc(NC(=O)C(C)C)c2)cc1
45) O=C(Cc1ccccc1F)OCC(=O)N1CCc2ccccc21
46) Cc1cc(C)c(S(=O)(=O)N(C)CC(N)=O)c(C)c1
47) Cn1c(SCC(=O)N2CCc3ccccc32)nc2cccnc21
48) COc1ccc(-c2cnn3c(N)c(S(=O)(=O)C(C)(C)C)cnc23)cc1

Assay by compound,41,42,43,44,45,46,47,48
Runt-CBFb FRET,0,0,-3,-1,-1,-2,-5,-2
BaF3 tox,2,4,1,1,3,2,5,-4
NPY1 pot ag,-1,-5,-11,-10,-10,21,-15,14
S1P4 agonist,0.6,5.9,0.2,-1.3,1.8,0.6,-0.1,-1.0
RBBP9 inhibitor,-5,3,1,-5,0,-1,-10,-4
NPY2 pot ag,-12,12,-1,-9,6,5,-6,12
Ba/F3 V617F tox,-1,4,0,-1,0,-3,5,-3
S1P4 antag,-17,-1,-7,-6,-9,-10,-5,-14
NPY Y1 blocker,4,-4,nt,5,-1,1,4,0

49) Cc1ccc(NC(=O)c2cccc(NC(=O)/C=C/c3ccco3)c2)cc1C
50) O=C(COC(=O)c1cccnc1Cl)NCc1cccs1
51) Cc1ccc(-n2c(Cc3cccn3C)nnc2SCC(=O)Nc2nnc(C)s2)cc1
52) CC(=O)c1c(N(C)C)ccnc1C(F)(F)F
53) Cc1ccc(Sc2c(C)nn(C(=O)C3CC3)c2C)cc1
54) Cc1cc(C)nc(Sc2nc(Nc3ccccc3)nc(Sc3nc(C)cc(C)n3)n2)n1
55) Cc1occc1C(=O)N=Nc1c(O)[nH]c2ccc(Br)cc12
56) Fc1ccccc1/C=N/Nc1ncnc2ccccc12
57) Cn1nc(C(=O)OCC(=O)NC2CCS(=O)(=O)C2)c2ccccc2c1=O (configuration not stated)
58) O=C(CCC(=O)c1cccs1)NC1CCCCCC1
59) O=C(CCC1CCCN(C(=O)Cn2cnnn2)C1)NCc1ccccc1F (configuration not stated)

Assay by compound,49,50,51,52,53,54,55,56,57,58,59
Runt-CBFb FRET,8,2,6,-2,-2,4,1,0,-1,1,0
BaF3 tox,7,8,2,8,4,2,-6,2,10,6,2
NPY1 pot ag,-43,-3,26,2,-4,5,-17,15,6,6,11
S1P4 agonist,0.2,1.2,0.9,0.2,1.9,-1.2,0.1,2.4,-0.9,-0.1,-0.1
RBBP9 inhibitor,-20,-3,-7,3,-6,-8,-6,-8,2,-6,4
NPY2 pot ag,-29,-16,3,15,5,7,19,-5,-5,4,-18
Ba/F3 V617F tox,6,2,-3,1,0,0,5,-3,1,4,-1
S1P4 antag,8,5,-3,-17,-8,-9,-28,-11,-17,6,-6
NPY Y1 blocker,4,8,5,5,7,-6,4,2,2,3,-1

Individual results from above.
NPY Y1 blocker, O=C(COC(=O)c1cccnc1Cl)NCc1cccs1 = 8
BaF3 tox, Cn1nc(C(=O)OCC(=O)NC2CCS(=O)(=O)C2)c2ccccc2c1=O (configuration not stated) = 10

NPY Y1 blocker, entries above that show a hit
# | Molecule | Runt-CBFb FRET | NPY1 pot ag | S1P4 agonist | RBBP9 inhibitor | NPY2 pot ag | S1P4 antag | NPY Y1 blocker
5 | CC1CCN(C(=S)c2cn(Cc3ccccc3F)c3ccccc23)CC1 | -1 | -7 | 0.0 | -3 | -17 | -7 | 45*
